# Screens: PubChem, several laboratories
# Arr AP2 block – human beta-arrestin and AP2 interaction inhibition; FITC-arrestin peptide / GST-AP2 beads, flow cytometry; AP2 beta2 appendage carries R879A mutation; inhibition, % at 10 µM; 340,000 tested, 0.31% active; AID 504490;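 active means inhibition above a set limit, near 3 SD of compounds lacking own fluorescence, cut at about 54% in these data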;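 further: plate controls were DMSO wells for no effect and 5 µM unlabelled arrestin peptide for full effect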
#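 Material – AP2 appendage R879A on GSH beads · Buffer or medium – PBS with 0.05% Tween 20 and 0.1% BSA · Probe or stimulus – fluorescein-tagged arrestin peptide at 50 nM final · Incubation – compound with beads 12 min RT, then probe 1 h RT · Detection – high-throughput flow cytometry of beads, ex 488, em 535 nm · Evaluation – percent response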
# Pemphigus Ab inh – human desmoglein-3 autoantibody binding inhibition | DSG3-coupled beads, scFv-anti-DSG3-GFP binding, flow cytometry; active compounds read low | 310,000 tested, 0.48% active | AID 588358 | P32926 | binding (percent of control), % at 10 µM;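 active means binding more than 3 SD below its plate's average and above zero; inconclusive means below that plate limit but binding exactly zero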;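 further: hits lower antibody fragment binding to DSG3; some compounds called inactive have numbers as strong as hits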
# Target sequence (P32926 whole entry, looked up, the tested form may be a part): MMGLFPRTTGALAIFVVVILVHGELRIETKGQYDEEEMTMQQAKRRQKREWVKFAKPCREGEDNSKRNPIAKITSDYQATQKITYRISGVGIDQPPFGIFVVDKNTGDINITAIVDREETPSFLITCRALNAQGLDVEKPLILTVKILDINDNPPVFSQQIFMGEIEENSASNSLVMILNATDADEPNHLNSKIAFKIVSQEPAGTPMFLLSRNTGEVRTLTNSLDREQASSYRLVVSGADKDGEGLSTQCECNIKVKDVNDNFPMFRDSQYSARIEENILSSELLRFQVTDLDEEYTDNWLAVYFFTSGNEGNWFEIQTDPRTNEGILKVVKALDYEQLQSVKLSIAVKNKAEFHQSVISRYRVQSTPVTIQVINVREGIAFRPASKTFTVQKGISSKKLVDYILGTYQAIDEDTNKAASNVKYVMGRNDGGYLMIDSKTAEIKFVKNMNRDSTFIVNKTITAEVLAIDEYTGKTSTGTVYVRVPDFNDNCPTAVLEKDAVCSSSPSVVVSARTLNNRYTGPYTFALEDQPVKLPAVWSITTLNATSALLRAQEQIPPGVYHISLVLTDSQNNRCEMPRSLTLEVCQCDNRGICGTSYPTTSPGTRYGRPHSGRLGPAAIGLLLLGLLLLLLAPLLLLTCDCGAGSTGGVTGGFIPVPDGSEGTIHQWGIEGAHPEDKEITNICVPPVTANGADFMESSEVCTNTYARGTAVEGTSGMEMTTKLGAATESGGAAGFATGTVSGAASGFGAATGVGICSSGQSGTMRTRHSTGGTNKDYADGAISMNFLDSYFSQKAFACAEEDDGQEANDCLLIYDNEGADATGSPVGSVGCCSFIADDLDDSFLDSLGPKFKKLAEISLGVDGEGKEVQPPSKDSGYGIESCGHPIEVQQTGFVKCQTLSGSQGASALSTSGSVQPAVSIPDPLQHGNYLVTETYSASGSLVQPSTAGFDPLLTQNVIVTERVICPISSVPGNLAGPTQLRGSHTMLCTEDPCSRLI
# Wnt act – activates Wnt/beta-catenin signaling in a reporter cell assay; activator, plate reader; activation, % at 9.35 µM; 300,000 tested, 1.2% active; AID 743398; in the data active means activation above about 30%, passing the limit was not always enough; inconclusive means no clear call, values can overlap the other calls;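 further: 0% = neutral control wells and 100% = positive control wells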
# V-ATPase pH – regulators of yeast V-ATPase proton transport; AID 504577; S. cerevisiae, pHLuorin cytosolic pH fluorescence; response, % at 10 µM; 350,000 tested, 0.37% active; in the data active means response mostly above about 7.3%, no sharp cut-off; inactive means mostly below about 5.4%; further: actives read high; inactives centre near 0; some compounds called inactive have numbers as strong as hits; reference of the scale not given here
# MOR-DOR ag – agonists of human mu-delta opioid receptor heterodimerization. activation, % at 9.3 µM. P35372+P41143. 340,000 tested, 0.3% active. cells, OPRM1-OPRD1 heterodimerization, luminescence. AID 504326; in the data active means activation above about 18%;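 further: 0% = vehicle-treated cells and 100% = reference agonist; values of inactives mirror those of a sister screen read the other way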
# Cardiac RTF inh – cardiac RTF calcium desensitization. IANBD-labeled cardiac RTF, Ca2+ fluorescence. P19429+P45379. 340,000 tested, 0.12% active. inhibition, % at 7.15 µM;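 active means inhibition above the mean inhibition of all tested compounds plus 3 SD, cut at about 17% in these data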;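 further: assay run at fixed EC70 calcium of 1.6 mM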
# cardiac RTF act – increases calcium sensitivity of human cardiac regulated thin filaments. P19429+P45379. IANBD-labeled TnC RTF fluorescence at EC20 calcium; 0% EC20 calcium, 100% full calcium. activation, % at 7.2 µM. 340,000 tested, 0.24% active. AID 493008;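 active means activation above the mean over all tested compounds plus 3 SD, cut at about 30% in these data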;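 further: rise in fluorescence read as greater calcium sensitivity of cardiac thin filaments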
# OPRM1-OPRD1 inv – mu-delta opioid heterodimer inverse agonism; P35372+P41143; cell-based MOR-DOR heterodimer luminescence; inhibition, % at 9.3 µM; 340,000 tested, 0.21% active; AID 504357; in the data active means inhibition above about 22%, passing the limit was not always enough;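 further: 0% = cells with DMSO and 100% = wells without cells with DMSO; values of inactives mirror those of a sister screen read the other way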
# C-LANA FP – inhibitors of KSHV LANA C-terminal domain DNA binding | AID 504423 | MBP-C-LANA/FAM-LBS DNA binding, fluorescence polarization | inhibition, % at 9 µM | 340,000 tested, 0.078% active;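 active means highest replicate inhibition at or above 60% at 9 µM, even if other replicates fall short; inactive means all replicates below 60% inhibition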;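 further: 0% = neutral control wells and 100% = 4 µM acridine orange control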
# Keap1-Nrf2 PPI – inhibitors of human Keap1-Nrf2 protein-protein interaction | Q14145 | Keap1 Kelch-Nrf2 peptide fluorescence polarization, 1536-well | inhibition, % at 9.4 µM | 340,000 tested, 0.15% active; in the data active means inhibition above about 12%; inconclusive means no clear call, values can overlap the other calls; inactive means below about 7.3%;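 further: human Keap1 Kelch domain with fluorescein labeled Nrf2 9mer peptide probe; 0% = neutral control wells and 100% = peptide positive control; higher means more block of Keap1 binding to Nrf2 peptide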
# The depositor's hits bear a star; ? = inconclusive; nt = no result given.
SMILES,Cardiac RTF inh,MOR-DOR ag,Arr AP2 block,OPRM1-OPRD1 inv,C-LANA FP,Pemphigus Ab inh,Keap1-Nrf2 PPI,Wnt act,V-ATPase pH,cardiac RTF act
O=C(CC(=O)NCc1ccc(Cl)cc1)NCc1ccccc1,0.5,-1.6,-8.8,9.3,-1.4,93.3,-1.5,0.2,-1.6,4.0
CCOC=C1C(=O)N(C(C)=O)c2cc(OC)c(OC)cc21,-4.2,-3.6,7.9,19.0,-1.7,96.2,-1.2,-0.5,0.0,-5.5
Cc1ccc(-c2csc(NC(=O)CCNC(=O)c3ccc(Cl)cc3)n2)cc1,4.5,4.2,-23.1,-21.3,-0.6,74.2,1.2,-5.2,0.5,-9.0
COc1nc(-c2ccccc2)c2cc(Br)ccc2n1,-5.2,7.6,3.5,-38.0,-0.4,nt,-3.4,-0.3,-1.5,-0.4
CCOC(=O)N1CCN(c2c(NCc3ccccc3OC)c(=O)c2=O)CC1,-1.7,1.1,1.5,-6.8,0.3,105.6,-3.6,-1.0,5.1,-3.2
COc1cccc(NC(=O)Nc2ccccc2C(N)=O)c1,-8.4,-1.5,20.3,7.5,-1.8,92.4,-0.8,-2.5,-2.0,0.7
CC1C(c2ccccc2)=[N+]([O-])C2(CCCC2)N1O (centres undefined),-7.2,-0.6,34.7,3.7,0.7,nt,-1.1,-1.8,4.0,-0.8
Fc1ccccc1Cc1noc(CN2CCN(Cc3ccc4c(c3)OCO4)CC2)n1,1.4,4.1,-0.2,-20.8,-0.6,110.9,-1.6,-0.6,-0.2,11.8
O=C(Cn1c(-c2ccccn2)nc2ccccc21)N/N=C/c1ccccn1,5.6,nt,2.2,nt,1.2,86.5,3.2,-2.9,-3.9,-1.0
CN(C)S(=O)(=O)c1cccc(NC(=O)CO/N=C(\N)c2ccccc2)c1,-7.0,2.2,0.3,-15.1,-1.9,100.3,-9.1,-5.5,2.0,6.4
OCCN(Cc1ccccc1)Cc1cccc(C(F)(F)F)c1,-5.3,5.8,9.4,-30.8,0.5,99.4,4.9,nt,-1.6,0.4
CC1NC(=O)NC1CCCCCC(=O)Nc1ccc(F)cc1 (centres undefined),-0.7,-0.1,6.5,0.4,0.6,124.5,-0.4,6.2,5.1,-2.1
COc1ccccc1NC(=O)Nc1ccc(-n2ccc(C(F)(F)F)n2)cc1,-3.7,5.1,-7.3,-26.3,-2.2,113.8,1.7,5.4,1.0,0.3
O=C1C(C=NCc2ccncc2)=C(O)c2ccccc21,-3.0,-0.8,15.1,4.6,-0.2,112.6,0.1,nt,-0.2,-9.1
O=C1c2cccc3cccc(c23)C(=O)N1CCCn1ccnc1,nt,nt,7.5,nt,nt,99.9,nt,2.5,-0.3,nt
CCC(C)NC(=O)[C@H](CSCc1ccccc1)N1Cc2ccccc2C1=O (some centres undefined),-4.7,-0.2,7.2,0.9,-1.5,108.0,-4.2,-0.5,4.2,-1.0
O=C(O)Cc1ccc(-c2ccccc2-c2ccccc2)cc1,-2.2,-1.9,24.1,7.9,1.3,103.4,-5.0,0.7,0.2,-3.2
O=C(CNC(=O)C1COc2ccccc2O1)Nc1ccc(F)c(F)c1 (centres undefined),-3.8,2.1,-3.9,-10.7,-0.5,100.4,-1.0,-0.8,-5.9,-1.5
O=C(O)C(=O)/C(=C\c1cccc(Cl)c1)c1ccc2ccccc2n1,-10.2,-1.7,14.3,7.8,3.5,nt,4.1,39.6*,3.9,-3.0
CCOCCCNC(=O)C(c1ccc(OC)cc1)N(Cc1cccs1)C(=O)c1ccccc1O (centres undefined),-2.9,-3.1,35.9,15.8,0.1,94.0,-0.3,-2.6,1.3,1.4
COC(=O)CN(c1ccc(OC)cc1OC)S(=O)(=O)c1ccccc1[N+](=O)[O-],-3.3,-2.7,-1.2,14.2,1.1,103.4,3.4,1.1,2.9,1.7
c1cncc(CNc2nc(-c3cccnc3)nc3ccccc23)c1,-6.6,-4.4,41.8,19.7,2.4,106.3,-0.3,-0.2,-0.7,-0.1
Cc1ccc([N+](=O)[O-])cc1NC(=S)NC(=O)c1cccs1,-6.3,-3.0,14.8,15.2,-1.4,93.4,-1.7,nt,2.2,2.9
CN(C(=O)COC(=O)c1cc(NS(=O)(=O)c2cc([N+](=O)[O-])ccc2Cl)ccc1O)C1CCCCC1,5.6,3.1,2.4,-15.7,0.6,99.4,-0.5,nt,3.0,0.6
O=C(CCN1C(=O)c2ccccc2C1=O)N1CCN(C2c3ccccc3-c3ccccc32)CC1,-4.8,-1.5,-7.5,8.8,1.1,95.6,-0.7,nt,2.4,1.6
N#Cc1ccc(S(=O)(=O)N2CCC(C(=O)N3CCN(Cc4ccc5c(c4)OCO5)CC3)CC2)cc1,-4.8,0.4,-9.5,-1.5,2.9,nt,-7.4,-3.5,4.0,-4.3
COc1ccc(Cn2c(O)c(C=Nc3ccc(C)cc3)c3ccccc3c2=O)cc1,-0.6,-3.0,0.2,16.0,-1.4,110.2,-2.0,-0.8,1.2,-20.3
Cc1ccccc1OCC(O)CN1CCN(C)CC1 (centres undefined),-6.0,-1.5,24.8,7.6,-1.1,93.7,1.8,-1.3,-3.7,-0.6
CC1=CC(=O)[C@@H](O)[C@@H](c2ccccc2Br)N1C,-2.4,-3.6,-8.1,16.7,-0.4,104.7,-3.4,0.7,-1.3,0.8
CCOC(=O)Cc1csc(NC(=O)Nc2ccc(OC(F)(F)F)cc2)n1,3.6,5.6,35.4,-29.7,-0.2,112.3,-2.9,4.5,0.3,-1.9
Cc1ccc(NC(=O)CCc2c(C)nn(-c3ccc(N4CCOCC4)nn3)c2C)cc1F,-9.9,-0.9,29.0,4.9,0.4,101.4,1.2,5.9,-3.7,1.8
CCCC1(C(=O)OCC)NC(c2ccc(N(C)C)cc2)C2C(=O)N(c3ccc(F)cc3)C(=O)C21 (centres undefined),-1.1,-1.6,2.5,9.0,-0.2,nt,-1.7,-7.8,-2.9,9.6
Cc1ccc2nc(COc3ccc(Cl)cc3)cc(=O)n2c1,3.1,-2.6,9.8,12.8,1.3,103.8,-3.3,13.3,3.2,1.8
CCOC(=O)N(CC)OC(=O)Nc1ccc(Cl)cc1,-3.5,0.5,6.1,-2.9,-0.5,99.6,-14.0,nt,-4.2,-3.0
COc1cc(C(=O)N/N=C/c2sccc2C)cc(OC)c1OC,-2.1,0.6,10.5,-2.6,0.7,90.3,0.2,-19.1,-1.2,3.6
Cc1ccccc1CN(C)Cc1cc(=O)oc2c(C)c(C)ccc12,0.5,2.6,-8.3,-21.1,1.2,113.8,2.0,-6.0,-2.1,-3.2
Cc1ccc(S(=O)(=O)N2CCOCC2)cc1C(=O)Nc1ccc(S(=O)(=O)Nc2nccs2)cc1,-3.5,-2.7,21.5,13.9,-0.7,100.2,-9.3,1.0,0.2,0.2
Nc1nc(OCC2CCCCC2)c2[nH]cnc2n1,-5.1,-1.1,1.6,5.7,-1.5,nt,-2.1,-1.5,1.3,0.5
O=C(/C=C/Nc1ccc(S(=O)(=O)Nc2cnc3ccccc3n2)cc1)c1cccnc1,-6.9,1.5,2.5,-7.8,1.1,107.8,-1.2,6.8,-1.5,8.8
O=C(COC(=O)/C=C/c1ccco1)NCc1ccc(Cl)cc1,-7.7,0.9,-8.4,-3.7,0.3,97.5,-7.7,1.0,-2.1,-2.3
CC(C)C(c1nnnn1Cc1ccco1)N1CCN(C2CCCC2)CC1 (centres undefined),-2.9,-2.4,-5.1,13.7,-0.7,99.5,-2.0,-1.8,1.4,-2.5
c1ccc2c(c1)OCC(c1csc3ncnc(N4CCCC4)c13)O2 (centres undefined),-3.9,0.8,4.5,-3.3,3.1,94.3,-4.9,nt,6.1,-2.8
Cc1ccc2nc(SCC(=O)c3c(C)[nH]c4ccccc34)[nH]c2c1,-6.5,2.3,35.3,-11.1,3.9,nt,-1.1,nt,4.7,2.7
Cc1cccc(N(C(=O)Cn2nnc(-c3ccc(F)cc3)n2)C(C(=O)NC(C)(C)C)c2ccncc2)c1 (centres undefined),4.1,0.1,3.5,-0.5,-0.9,85.0,-5.5,-5.8,-0.5,4.5
O=C(CSc1nnc(CN2CCOCC2)n1-c1ccc(Cl)cc1)Nc1ccc2c(c1)OCO2,-9.6,-2.1,2.5,11.1,1.7,100.9,1.3,nt,-2.9,3.9
CCCCC(CC)CNCc1cccn1CCN1CCOCC1 (centres undefined),-2.0,-1.2,0.1,5.5,1.2,94.6,-1.4,-1.6,2.2,-0.4
Cc1cc(CNC(=O)c2ccc(C)c([N+](=O)[O-])c2)c2ccccc2n1,-16.1,-3.0,7.6,14.7,0.8,100.5,-5.5,-3.4,-3.5,-1.2
CCOc1cc(NC(=S)NCC2CCCO2)c(OCC)cc1NC(=O)C1CC1 (centres undefined),2.7,-2.9,5.7,15.3,-0.5,97.9,-3.1,-0.1,-1.5,2.5
CN(C)c1ccc(NS(=O)(=O)c2ccc(Cl)cc2)cc1,0.9,7.3,7.5,-40.5,-1.8,106.4,-3.8,nt,-0.1,-4.8
Cc1nonc1OCCNc1ccc([N+](=O)[O-])cc1[N+](=O)[O-],-10.6,0.4,21.3,-2.2,1.2,100.7,1.7,nt,-0.2,-5.6
O=C(NCC(=O)N(c1ccccc1)C(C(=O)NC1CCCC1)c1ccncc1)c1cccs1 (centres undefined),0.9,-1.5,-5.7,8.1,2.7,100.3,-5.2,-4.0,5.6,-3.2
O=C(NCCCN1CCCC1)c1cc(Sc2ccc(F)cc2)nc2ccccc12,-3.6,6.2,-14.4,-31.3,-1.5,112.2,2.9,-0.1,3.5,3.5
COc1cc(OC)c(/C=C2\SC(=O)N(CC(=O)Nc3ccccc3F)C2=O)c(OC)c1,-2.8,-3.3,-12.5,17.1,1.5,107.5,1.2,0.6,-2.8,-0.7
N/C(Cc1ccc(Cl)cc1Cl)=N\OC(=O)c1ccccc1F,2.7,6.5,2.3,-47.1,0.1,111.7,-5.4,?,1.9,1.6
Cc1cc(=O)[nH]c2[nH][nH]c(=O)c12,-7.4,-0.5,9.0,2.6,3.3,108.5,-3.4,-0.2,-0.1,5.1
CN(C)CCCNC(=O)c1cc(S(=O)(=O)N2CCOCC2)ccc1F,-8.2,-0.3,1.6,1.9,-2.3,81.6,2.7,nt,2.6,-0.1
COc1cccc(-c2noc(-c3cccs3)n2)c1,-14.2,4.7,-2.5,-25.4,-0.6,82.9,0.0,27.5,-1.4,5.9

# Rows are unselected (roughly 3.1% active in at least one column).
